Assay outcomes as filed in PubChem BioAssay.
aDG glyco act: alpha-DG glycosylation activation. Pro5-aDG cells, alpha-DG glycosylation AlphaScreen (IIH6); 0% Pro5, 100% B10-LARGE cell signal. activation, % at 10 µM. 360,000 compounds, 0.22% hits;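 active = activation of at least 8% versus controls, or a plate z-score of at least 8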;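 also: Pro5 are CHO cells carrying HIG-tagged alpha-DG that lacks glycosylation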
Vif imaging: inhibitors of HIV Vif; HEK293T cells, Vif self-association by quenched fluorescence, imaging, 24 h; inhibition, % at 7.49 µM; 340,000 compounds, 0.35% hits; AID 602346; in the data active = inhibition above about 50%, passing the limit was not always enough; also: some results filed as inactive read as strong as hits
MC4R antag cAMP: blocks human MC4R cAMP signaling. 360,000 compounds, 0.48% hits. P32245. inhibition, % at 6.5 µM. MC4R-expressing cells, MTII-stimulated cAMP, LANCE TR-FRET;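 active = inhibition above its plate's cutoff, the mean of tested wells on that plate plus 3 SD, cut at about 29% in these data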;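 also: 0% = Melanotan II alone and 100% = Melanotan II plus saturating MCL0020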
Target sequence (P32245 whole entry, looked up): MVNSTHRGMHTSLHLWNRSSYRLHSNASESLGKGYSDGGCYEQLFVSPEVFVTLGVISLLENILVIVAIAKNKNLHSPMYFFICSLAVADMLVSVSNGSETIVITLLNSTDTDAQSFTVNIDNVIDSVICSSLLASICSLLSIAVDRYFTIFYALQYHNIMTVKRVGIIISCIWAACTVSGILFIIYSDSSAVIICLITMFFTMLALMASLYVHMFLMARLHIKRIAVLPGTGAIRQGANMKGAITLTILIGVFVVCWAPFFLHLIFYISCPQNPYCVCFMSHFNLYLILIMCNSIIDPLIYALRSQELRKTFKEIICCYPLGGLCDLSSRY
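System: U2OS-MC4R stable cell line; Technique: Eu-cAMP/anti-cAMP TR-FRET, emission 671 nm; Repeats: single well per compound; Also added: Melanotan II; Dosing: one concentration, 6.5 µM nominal; Schedule: 30-min compound, 1-h challenge, 1-h detection, room temperature.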
Granule exo inh: blocks lytic granule exocytosis; inhibition, % at 10 µM; TALL-104 LAMP-1 surface exposure, flow cytometry; cells stimulated with thapsigargin and PMA; AID 651702; 360,000 compounds, 0.66% hits;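 active = inhibition above about 55%, limit read from the data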
NOD2-RIPK2 inh: NOD2-RIPK2 protein interaction inhibition; 360,000 compounds, 0.38% hits; inhibition, % at 4.98 µM; CHO BLA complementation NOD2-RIPK2, CCF4 ratio; in the data active = inhibition above about 21%;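 also: 0% = vehicle only and 100% = reference blocker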
Target sequence (O43353 whole entry, looked up): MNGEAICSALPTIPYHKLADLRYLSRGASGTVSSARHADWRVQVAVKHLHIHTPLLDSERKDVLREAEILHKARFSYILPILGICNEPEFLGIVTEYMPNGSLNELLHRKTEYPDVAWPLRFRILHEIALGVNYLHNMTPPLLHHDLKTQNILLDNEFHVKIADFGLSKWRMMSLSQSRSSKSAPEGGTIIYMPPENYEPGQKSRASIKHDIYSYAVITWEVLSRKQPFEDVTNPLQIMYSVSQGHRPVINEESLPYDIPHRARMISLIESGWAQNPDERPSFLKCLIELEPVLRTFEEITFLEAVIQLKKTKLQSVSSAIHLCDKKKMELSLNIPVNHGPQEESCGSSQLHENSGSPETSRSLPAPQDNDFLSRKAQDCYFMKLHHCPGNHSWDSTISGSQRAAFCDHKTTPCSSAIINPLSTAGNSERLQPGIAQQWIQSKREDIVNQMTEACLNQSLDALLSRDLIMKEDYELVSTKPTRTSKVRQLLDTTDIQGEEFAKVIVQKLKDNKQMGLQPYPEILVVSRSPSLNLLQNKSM
ABHD5 PLIN5 PPI: inhibitors of human ABHD5-perilipin-5 interaction; Q00G26+Q8WTS1; 360,000 compounds, 0.78% hits; Split G. princeps luciferase complementation, luminescence, 4 h; AID 602281; inhibition, % at 4 µM;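 active = inhibition above the mean inhibition across every tested compound plus 3 SD, cut at about 22% in these data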;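 also: 0% = DMSO only wells and the 100% control is not disclosed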
MC4R barr agon: human MC4R agonism via beta-arrestin; P32245; U2OS MC4R beta-arrestin complementation, luminescence; percent of melanotan II response, DMSO zero; activation, % at 8.9 µM; 360,000 compounds, 0.98% hits;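 active = activation above a per-plate cutoff, the mean activation of sample wells on that plate plus 3 SD, cut at about 8% in these data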
ABCB6 inh MLPCN: blocks the human ABCB6 transporter; Q9NP58; K562-ABCB6 porphyrin accumulation, flow cytometry, 1 h; stronger effect = lower value; fluorescence ratio to DMSO, % at 10 µM; 360,000 compounds, 0.19% hits; AID 602162;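 active = fluorescence ratio to DMSO below 75%, the collection mean minus 3 SD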;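 also: signal is porphyrin accumulated inside mitochondria; 100% equals median channel fluorescence of DMSO control wells; lower ratio means ABCB6 inhibition with less porphyrin fluorescence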
TLR9-MyD88 block: blocks human TLR9 binding to MyD88. 340,000 compounds, 0.21% hits. inhibition, % at 4.98 µM. CHO BLA complementation TLR9-MyD88, CCF4 FRET ratio. Q9NR96+Q99836. AID 504734;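 active = inhibition above the mean over all tested compounds plus 3 SD, cut at about 21% in these data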;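 also: 0% = DMSO only wells and 100% = clavulanate BLA inhibitor control wells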
Glyco luc inh: blocks N-linked glycosylation in D54 reporter cells; 360,000 compounds, 0.23% hits; reporter increase, % at 12.5 µM; D54 ERlucT glycosylation luciferase reporter, 24 h; percent of 100 nM tunicamycin response;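 active = mean luciferase reporter signal, scaled so untreated is 0 and the glycosylation-blocking control 100, at or above a set limit in every replicate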;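 also: luciferase carries N-glycosylation sites so blocking glycosylation raises the light; 0% = median of neutral control wells and 100% = median of 100 nM tunicamycin wells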
* marks the source's active call; other numbers are inactive results. Only part of the results is shown (hit frequency here may not be typical).

`CCCOC(=O)CSC1=C(C#N)C(c2ccccc2OCC)C(C#N)C(=O)N1` (configuration not stated) gave aDG glyco act 0.1, Vif imaging 9, MC4R antag cAMP -10, Granule exo inh -2, NOD2-RIPK2 inh -1, ABHD5 PLIN5 PPI -2, MC4R barr agon -2.3, ABCB6 inh MLPCN 90, TLR9-MyD88 block 0 and Glyco luc inh 0.
For Cn1nnnc1SCCNCc1ccccc1OCc1ccccc1 the results were aDG glyco act 0.7, Vif imaging 0, MC4R antag cAMP 18, Granule exo inh 8, NOD2-RIPK2 inh -2, ABHD5 PLIN5 PPI -4, MC4R barr agon -3.1, ABCB6 inh MLPCN 97, TLR9-MyD88 block 0 and Glyco luc inh 1.
`FC(F)Sc1ccc(NC(=S)N2CCN(c3ccccn3)CC2)cc1` gave aDG glyco act 0.0, Vif imaging -8, MC4R antag cAMP 12, Granule exo inh 7, NOD2-RIPK2 inh -2, ABHD5 PLIN5 PPI -9, MC4R barr agon -1.2, ABCB6 inh MLPCN 94, TLR9-MyD88 block -4 and Glyco luc inh 0.
Screening CN1CCC(N(C)S(=O)(=O)c2ccc(C(C)(C)C)cc2)CC1 returned aDG glyco act 0.1, Vif imaging -11, MC4R antag cAMP -5, Granule exo inh -4, NOD2-RIPK2 inh -7, ABHD5 PLIN5 PPI 7, MC4R barr agon 0.4, ABCB6 inh MLPCN 96, TLR9-MyD88 block -7 and Glyco luc inh -2.
`COc1cc(NC(=O)c2ccnc(N)c2)cc(C(=O)Nc2cccc(C(F)(F)F)c2)c1` gave aDG glyco act 0.0, Vif imaging -6, MC4R antag cAMP 13, Granule exo inh 6, NOD2-RIPK2 inh -17, ABHD5 PLIN5 PPI 3, MC4R barr agon -0.8, ABCB6 inh MLPCN 98, TLR9-MyD88 block 3 and Glyco luc inh -4.
O=C(COC(=O)CNS(=O)(=O)c1ccc(Br)cc1Cl)Nc1ccc(N2CCOCC2)cc1 was read as aDG glyco act -0.1, Vif imaging -9, MC4R antag cAMP 27, Granule exo inh 39, NOD2-RIPK2 inh 1, ABHD5 PLIN5 PPI -1, MC4R barr agon -1.4, ABCB6 inh MLPCN 102, TLR9-MyD88 block -4 and Glyco luc inh 1.
For C/C(=N\NC(=O)c1nn(C)c(C)c1Br)c1ccc(NC(=O)c2ccc(C)s2)cc1 the results were aDG glyco act 1.5, Vif imaging -12, MC4R antag cAMP 16, Granule exo inh -5, NOD2-RIPK2 inh -6, ABHD5 PLIN5 PPI -1, MC4R barr agon 0.9, ABCB6 inh MLPCN 95, TLR9-MyD88 block 1 and Glyco luc inh -7.
`Cc1cccc(N(C(=O)c2ccco2)C(C(=O)NC2CCCC2)c2ccco2)c1C` (configuration not stated) gave aDG glyco act -0.1, Vif imaging 4, MC4R antag cAMP 0, Granule exo inh -1, NOD2-RIPK2 inh 1, ABHD5 PLIN5 PPI -5, MC4R barr agon -0.5, ABCB6 inh MLPCN 96, TLR9-MyD88 block 0 and Glyco luc inh -2.
CCOc1ccc(NC(=O)C(C)Oc2ccc(C#N)cc2)cc1S(=O)(=O)N1CCCC1 (configuration not stated) was read as aDG glyco act 0.4, Vif imaging 6, MC4R antag cAMP -6, Granule exo inh 0, NOD2-RIPK2 inh 7, ABHD5 PLIN5 PPI -10, MC4R barr agon -4.4, ABCB6 inh MLPCN 96, TLR9-MyD88 block -8 and Glyco luc inh -2.
For CCOC(=O)c1ccc(NCCc2ccc(OC)c(OC)c2)c(N)c1 the results were aDG glyco act 0.0, Vif imaging -1, MC4R antag cAMP 5, Granule exo inh -2, NOD2-RIPK2 inh 5, ABHD5 PLIN5 PPI 2, MC4R barr agon -2.1, ABCB6 inh MLPCN 101, TLR9-MyD88 block 1 and Glyco luc inh -2.
`Cc1ccc(S(=O)(=O)N2CCN(C(=O)CSc3nc(N)cc(=O)[nH]3)CC2)c(C)c1` gave aDG glyco act 0.0, Vif imaging -24, MC4R antag cAMP 0, Granule exo inh 4, NOD2-RIPK2 inh -3, ABHD5 PLIN5 PPI 7, MC4R barr agon -2.5, ABCB6 inh MLPCN 99, TLR9-MyD88 block -1 and Glyco luc inh 0.
O=C(O)c1cc(-c2cccs2)nc2cc3c(cc12)OCCO3 was read as aDG glyco act 0.1, Vif imaging 12, MC4R antag cAMP 7, Granule exo inh -2, NOD2-RIPK2 inh -6, ABHD5 PLIN5 PPI -1, MC4R barr agon 0.1, ABCB6 inh MLPCN 103, TLR9-MyD88 block 0 and Glyco luc inh -1.
O=C(c1ccco1)N1CCN(S(=O)(=O)Cc2ccccc2Cl)CC1 was read as aDG glyco act 0.2, Vif imaging 5, MC4R antag cAMP -9, Granule exo inh -2, NOD2-RIPK2 inh -8, ABHD5 PLIN5 PPI 6, MC4R barr agon 2.5, ABCB6 inh MLPCN 93, TLR9-MyD88 block 2 and Glyco luc inh 1.
`Cn1c(C(=O)NCCc2ccsc2)cc2c(=O)n(C)c3ccccc3c21` gave aDG glyco act -0.3, Vif imaging 5, MC4R antag cAMP 0, Granule exo inh 10, NOD2-RIPK2 inh 6, ABHD5 PLIN5 PPI 1, MC4R barr agon 3.3, ABCB6 inh MLPCN 92, TLR9-MyD88 block 3 and Glyco luc inh 11.
Screening Cc1ccc(C(=O)NNC(=O)c2ccc(C)cc2)cc1 returned aDG glyco act 0.0, Vif imaging 11, MC4R antag cAMP -4, Granule exo inh 2, NOD2-RIPK2 inh -13, ABHD5 PLIN5 PPI 9, MC4R barr agon -0.4, ABCB6 inh MLPCN 101, TLR9-MyD88 block 4 and Glyco luc inh 0.

Brought forward from above: 3 entries, followed by the next part.
O=C(c1ccco1)N1CCN(S(=O)(=O)Cc2ccccc2Cl)CC1 was read as aDG glyco act 0.2, Vif imaging 5, MC4R antag cAMP -9, Granule exo inh -2, NOD2-RIPK2 inh -8, ABHD5 PLIN5 PPI 6, MC4R barr agon 2.5, ABCB6 inh MLPCN 93, TLR9-MyD88 block 2 and Glyco luc inh 1.
`Cn1c(C(=O)NCCc2ccsc2)cc2c(=O)n(C)c3ccccc3c21` gave aDG glyco act -0.3, Vif imaging 5, MC4R antag cAMP 0, Granule exo inh 10, NOD2-RIPK2 inh 6, ABHD5 PLIN5 PPI 1, MC4R barr agon 3.3, ABCB6 inh MLPCN 92, TLR9-MyD88 block 3 and Glyco luc inh 11.
Screening Cc1ccc(C(=O)NNC(=O)c2ccc(C)cc2)cc1 returned aDG glyco act 0.0, Vif imaging 11, MC4R antag cAMP -4, Granule exo inh 2, NOD2-RIPK2 inh -13, ABHD5 PLIN5 PPI 9, MC4R barr agon -0.4, ABCB6 inh MLPCN 101, TLR9-MyD88 block 4 and Glyco luc inh 0.
For N#Cc1ccc(C(=O)OCC(=O)NC(=O)NC2CCCCC2)cc1 the results were aDG glyco act -0.2, Vif imaging 14, MC4R antag cAMP 11, Granule exo inh 1, NOD2-RIPK2 inh -3, ABHD5 PLIN5 PPI -2, MC4R barr agon -1.7, ABCB6 inh MLPCN 93, TLR9-MyD88 block 2 and Glyco luc inh 0.
Screening COc1cccc2[nH]c3c(=O)n(CCCN4CCOCC4)cnc3c12 returned aDG glyco act -0.1, Vif imaging 2, MC4R antag cAMP 2, Granule exo inh -4, NOD2-RIPK2 inh -8, ABHD5 PLIN5 PPI 6, MC4R barr agon 0.1, ABCB6 inh MLPCN 93, TLR9-MyD88 block -5 and Glyco luc inh 4.
Screening O=C(NCCN1C(=O)S/C(=C\c2ccc(F)cc2)C1=O)C1CCN(S(=O)(=O)c2cccs2)CC1 returned aDG glyco act 0.7, Vif imaging 3, MC4R antag cAMP 1, Granule exo inh -1, NOD2-RIPK2 inh -14, ABHD5 PLIN5 PPI -3, MC4R barr agon -2.7, ABCB6 inh MLPCN 99, TLR9-MyD88 block 5 and Glyco luc inh 2.
`COc1cccc(OCCCCCCN2CCOCC2)c1` gave aDG glyco act -0.2, Vif imaging -1, MC4R antag cAMP -1, Granule exo inh -2, NOD2-RIPK2 inh -6, ABHD5 PLIN5 PPI -7, MC4R barr agon -2.8, ABCB6 inh MLPCN 106, TLR9-MyD88 block 4 and Glyco luc inh -1.
Screening CCCCN1CC(N2CCN(Cc3ccccc3)CC2)CS1(=O)=O (configuration not stated) returned aDG glyco act 0.1, Granule exo inh 16, NOD2-RIPK2 inh -9, ABHD5 PLIN5 PPI -7, ABCB6 inh MLPCN 102 and Glyco luc inh 0.
`CC(C)(CNC(=O)c1cc([N+](=O)[O-])ccc1N1CCC(Cc2ccccc2)CC1)N1CCOCC1` gave aDG glyco act 0.0, Vif imaging 11, MC4R antag cAMP 13, Granule exo inh -3, NOD2-RIPK2 inh 0, ABHD5 PLIN5 PPI 0, MC4R barr agon 0.3, ABCB6 inh MLPCN 99, TLR9-MyD88 block -15 and Glyco luc inh -2.
CC(=O)Nc1ccc(S(=O)(=O)N(C)CC(=O)OCC(=O)NC(C)C23CC4CC(CC(C4)C2)C3)cc1 (configuration not stated) was read as aDG glyco act 0.0, Vif imaging 4, MC4R antag cAMP 30*, Granule exo inh 5, NOD2-RIPK2 inh -2, ABHD5 PLIN5 PPI -2, MC4R barr agon -2.1, ABCB6 inh MLPCN 102, TLR9-MyD88 block 1 and Glyco luc inh 0.
Screening CN(C)C(CNC(=O)Cc1ccc([N+](=O)[O-])cc1)c1ccccc1 (configuration not stated) returned aDG glyco act -0.1, Vif imaging -2, MC4R antag cAMP 6, Granule exo inh 2, NOD2-RIPK2 inh 9, ABHD5 PLIN5 PPI -2, MC4R barr agon 1.2, ABCB6 inh MLPCN 97, TLR9-MyD88 block 9 and Glyco luc inh -1.
`COc1cccc(CC(NC(C)=O)C(=O)NC2CCN(C(=O)c3ccc(Cl)cc3)CC2)c1` (configuration not stated) gave aDG glyco act -0.1, Vif imaging 7, MC4R antag cAMP 11, Granule exo inh -9, NOD2-RIPK2 inh 0, ABHD5 PLIN5 PPI -2, MC4R barr agon -1.6, ABCB6 inh MLPCN 97, TLR9-MyD88 block 1 and Glyco luc inh -1.
For Cc1ccccc1OCc1nnc(SCC(=O)O)n1Cc1ccccc1 the results were aDG glyco act 0.3, Vif imaging -7, MC4R antag cAMP 10, Granule exo inh -2, NOD2-RIPK2 inh 0, ABHD5 PLIN5 PPI 0, MC4R barr agon -1.5, ABCB6 inh MLPCN 131, TLR9-MyD88 block 0 and Glyco luc inh 1.
`C[C@H](CO)N1C[C@H](C)[C@@H](CN(C)CC2CCCCC2)Oc2ccc(NS(C)(=O)=O)cc2C1=O` gave aDG glyco act 0.0, Vif imaging 6, MC4R antag cAMP -2, Granule exo inh 0, NOD2-RIPK2 inh -17, ABHD5 PLIN5 PPI -16, MC4R barr agon 0.6, ABCB6 inh MLPCN 98, TLR9-MyD88 block -5 and Glyco luc inh 2.
For c1ccc(CNc2nc(-c3ccccn3)nc3ccccc23)cc1 the results were aDG glyco act 1.2, Vif imaging -3, MC4R antag cAMP 9, Granule exo inh 19, NOD2-RIPK2 inh 0, ABHD5 PLIN5 PPI 6, MC4R barr agon -2.3, ABCB6 inh MLPCN 103, TLR9-MyD88 block 2 and Glyco luc inh -7.
